MOR-DOR ag: agonists of human mu-delta opioid receptor heterodimerization; P35372+P41143; cells, OPRM1-OPRD1 heterodimerization, luminescence; activation, % at 9.3 µM; hit rate 0.3% among 340,000; in the data active = activation above about 18%;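 note: 0% = vehicle-treated cells and 100% = reference agonist; values of inactives mirror those of a sister screen read the other way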
V-ATPase pH: regulators of yeast V-ATPase proton transport | response, % at 10 µM | hit rate 0.37% among 350,000 | S. cerevisiae, pHLuorin cytosolic pH fluorescence; in the data active = response mostly above about 7.3%, no sharp cut-off; inactive = mostly below about 5.4%; note: actives read high; inactives centre near 0; some compounds called inactive have numbers as strong as hits; reference of the scale not given here
DAGLB inh: diacylglycerol lipase beta (human) inhibition. HEK293T DAGLB membrane lysate, EnzChek fluorogenic substrate. hit rate 0.059% among 340,000. inhibition, % at 5.17 µM. Q8NCG7. AID 504411; in the data active = inhibition above about 34%;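 note: 0% = enzyme with vehicle and 100% = wells lacking enzyme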
MOR-DOR inv ag: inverse agonist of human OPRM1-OPRD1 heterodimerization; inhibition, % at 9.3 µM; cell-based MOR-DOR heterodimer luminescence, inverse agonism; P35372+P41143; AID 504357; hit rate 0.21% among 340,000; in the data active = inhibition above about 22%, passing the limit was not always enough;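 note: 0% = cells with DMSO and 100% = wells without cells with DMSO; values of inactives mirror those of a sister screen read the other way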
PKA-R1A activ: activates the PKA-R1A holoenzyme complex. P00514+P68181. PKA-R1A dissociation, Cy5-IP20 fluorescence polarization; scaled: DMSO 0%, 113 µM cGMP 100%. activation, % at 11.4 µM. hit rate 0.083% among 340,000;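 active = percent activation above the mean of all tested compounds plus 3 SD, cut at about 19% in these data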;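 note: higher means more PKAc released from R1A so a rise in polarization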
Arr AP2 block: human beta-arrestin and AP2 interaction inhibition. hit rate 0.31% among 340,000. inhibition, % at 10 µM. FITC-arrestin peptide / GST-AP2 beads, flow cytometry; AP2 beta2 appendage carries R879A mutation;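 active = inhibition above a set limit, near 3 SD of compounds lacking own fluorescence, cut at about 54% in these data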;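 note: plate controls were DMSO wells for no effect and 5 µM unlabelled arrestin peptide for full effect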
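Material – AP2 appendage R879A on GSH beads · Buffer or medium – PBS with 0.05% Tween 20 and 0.1% BSA · Probe or stimulus – fluorescein-tagged arrestin peptide at 50 nM final · Incubation – compound with beads 12 min RT, then probe 1 h RT · Detection – high-throughput flow cytometry of beads, ex 488, em 535 nm · Evaluation – percent response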
HTR5A ag ctr: HTR5A agonism, opioid heterodimer counter-screen | P47898 | HTR5A agonist assay, luminescence, cell-based | activation, % at 9.3 µM | hit rate 0.61% among 340,000; in the data active = activation mostly above about 9.5%, no sharp cut-off; inactive = mostly below about 7.6%;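 note: 0% = cells with vehicle only and 100% = reference agonist; strong numbers were not always called active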
PKA-R2B activ: activators of human PKA-R2B complex | P22694+P31323 | PKA-R2B holoenzyme dissociation, Cy5-IP20 fluorescence polarization; R2B truncated from residue 108, S112A mutant; 0% DMSO only, 100% 113 µM cGMP | activation, % at 11.4 µM | hit rate 0.079% among 340,000 | AID 504700;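 active = activation above a cutoff set at the mean over all compounds plus 3 SD, cut at about 18% in these data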;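 note: higher means more holoenzyme dissociation and a rise in polarization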
DSG3 Ab inh: blocks pemphigus antibody binding to human desmoglein-3; P32926; DSG3-coupled beads, scFv-anti-DSG3-GFP binding, flow cytometry; hits give low values; binding (percent of control), % at 10 µM; hit rate 0.48% among 310,000; AID 588358;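 active = binding more than 3 SD below its plate's average and above zero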;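 note: hits lower antibody fragment binding to DSG3; some compounds called inactive have numbers as strong as hits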
Target sequence (P32926 whole entry, looked up, the tested form may be a part): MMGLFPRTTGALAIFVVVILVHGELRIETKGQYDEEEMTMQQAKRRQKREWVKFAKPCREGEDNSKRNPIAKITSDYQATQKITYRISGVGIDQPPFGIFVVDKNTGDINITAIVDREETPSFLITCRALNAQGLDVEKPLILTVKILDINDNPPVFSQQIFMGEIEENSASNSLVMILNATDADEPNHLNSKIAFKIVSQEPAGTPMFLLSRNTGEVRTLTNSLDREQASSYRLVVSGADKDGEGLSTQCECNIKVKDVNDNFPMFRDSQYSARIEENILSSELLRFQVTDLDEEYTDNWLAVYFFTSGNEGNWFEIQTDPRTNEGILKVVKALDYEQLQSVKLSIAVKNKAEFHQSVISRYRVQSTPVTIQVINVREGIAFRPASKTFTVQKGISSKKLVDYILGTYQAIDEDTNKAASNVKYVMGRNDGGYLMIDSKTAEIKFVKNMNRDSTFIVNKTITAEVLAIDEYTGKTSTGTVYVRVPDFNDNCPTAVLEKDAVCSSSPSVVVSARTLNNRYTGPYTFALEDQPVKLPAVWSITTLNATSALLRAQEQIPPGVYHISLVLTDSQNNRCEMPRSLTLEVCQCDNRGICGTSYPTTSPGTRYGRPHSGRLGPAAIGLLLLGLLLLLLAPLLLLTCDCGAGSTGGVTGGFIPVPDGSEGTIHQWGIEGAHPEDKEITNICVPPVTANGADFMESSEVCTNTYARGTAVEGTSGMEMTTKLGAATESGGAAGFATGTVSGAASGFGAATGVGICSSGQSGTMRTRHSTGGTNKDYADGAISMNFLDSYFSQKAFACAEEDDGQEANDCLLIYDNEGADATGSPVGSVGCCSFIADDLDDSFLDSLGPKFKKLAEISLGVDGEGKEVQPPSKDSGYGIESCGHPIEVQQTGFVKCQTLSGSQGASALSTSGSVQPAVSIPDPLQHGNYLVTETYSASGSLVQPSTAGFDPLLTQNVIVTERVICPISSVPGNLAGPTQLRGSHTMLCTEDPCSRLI
HTR5A inv ag: inverse agonist of human HTR5A in OPRM1-OPRD1 counter-screen; inhibition, % at 9.3 µM; HTR5A cell line, luminescence, inverse agonism; AID 504634; P47898; hit rate 0.083% among 340,000; in the data active = inhibition mostly above about 23%, no sharp cut-off; inactive = mostly below about 18%;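 note: 0% = cells with DMSO and 100% = no-cell wells with DMSO; some compounds called inactive have numbers as strong as hits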
* hit, by the source's call; / = no result given.

Order of results – V-ATPase pH	Arr AP2 block	PKA-R2B activ	MOR-DOR ag	PKA-R1A activ	DSG3 Ab inh	MOR-DOR inv ag	DAGLB inh	HTR5A inv ag	HTR5A ag ctr
CCCN(Cc1nnc(-c2ccccc2Cl)o1)C(=O)c1cc2ccccc2o1
 : -5	-4	-4	-1.8	1	104	9	-10	17	-7
O=C(NC1CCCCC1)C(c1ccncc1)N(C(=O)c1csnn1)c1ccc(F)cc1 (configuration not stated)
 : -5	8	-5	-2.4	-5	103	13	-3	6	-2
COc1cc(CNCCc2ccc(F)cc2)ccc1OCc1ccc(Cl)nc1
 : -4	4	-8	3.5	-5	103	-20	1	2	-2
CCOc1ccc(C(=O)CCc2nc3ccccc3s2)cc1
 : 0	5	0	-1.9	1	121	9	-6	-2	0
CCCCN(C)Cc1cc(=O)oc2ccc3ccccc3c12
 : -2	4	1	6.9	-9	104	-33	-6	-19	5
O=C(/C(=C(/[O-])c1ccccc1)[n+]1ccccc1)c1ccc([N+](=O)[O-])cc1
 : 2	-2	5	-3.5	-3	142	19	2	-26	0
O=C(NC(=S)Nc1cccc(NC(=O)c2ccc(Cl)cc2Cl)c1)c1cccs1
 : 1	2	-5	-4.4	-15	121	24	2	4	0
CCOc1ccc2[nH]c(=O)c(C(c3nnnn3CCOC)N3CCOCC3)cc2c1 (configuration not stated)
 : 0	3	3	-0.8	3	103	4	-2	-16	6
CCc1ccc(S(=O)(=O)NCc2csc(-c3cccnc3)n2)s1
 : -3	8	1	-1.4	-8	88	8	-1	-24	-3
COc1cc(C(c2sc3nc(C)nn3c2O)N2CC(C)OC(C)C2)cc(OC)c1OC (configuration not stated)
 : -1	3	-13	-1.7	-11	110	9	2	13	-1
Cc1c(C(=O)NCCc2ccccc2)oc2ccccc12
 : 3	38	3	0.3	5	87	-1	-10	5	-2
Cc1nn(-c2ccccc2)c(N)c1Sc1ccc([N+](=O)[O-])cc1
 : 4	1	-9	0.1	-12	107	-1	-5	-22	4
Cc1ccc2ccc(S(=O)(=O)n3nc(C)cc3C)cc2c1
 : 0	29	1	0.4	-9	102	-3	-2	8	-3
COc1cccc(C2=NOC(C(=O)Nc3cc(C)nn3-c3ccccc3)C2)c1OC (configuration not stated)
 : 1	-3	-10	-1.6	-12	94	9	1	-15	5
COc1ccccc1OCC(=O)Nc1cc2c(cc1C(=O)O)OCCCO2
 : 4	1	-2	-0.7	-10	/	5	0	-14	2
COc1ccccc1C(=O)CN1C(=O)NC2(CCCCCC2)C1=O
 : -2	-4	5	0.0	3	122	0	0	0	0
CCN(CC)S(=O)(=O)c1cc(C(=O)Nc2cc(S(=O)(=O)N3CCOCC3)ccc2N2CCCC2)ccc1F
 : 2	0	8	-3.4	9	96	18	2	-18	7
COc1ccc(-c2c(-c3ccc(OC)c(C)c3O)n[nH]c2C)cc1
 : 0	-6	-6	5.8	15	119	-28	-6	-13	4
Cc1cc(C(=O)OCC(=O)NC(C)c2ccc(F)cc2)c(C)o1 (configuration not stated)
 : 6	-5	3	1.1	1	99	-4	0	21	3
CCOc1ccc(NC(=O)C/C(C)=N/NC(=O)Cc2ccc(Cl)cc2)cc1
 : 2	-17	-8	-1.6	2	110	9	-3	3	5
Cc1noc(C)c1NC(=O)Nc1cccc2c1O[C@H](CN(C)S(C)(=O)=O)[C@@H](C)CN([C@H](C)CO)C2=O
 : -3	7	0	-1.4	2	106	8	-1	8	-4
O=C(NNC(=S)Nc1cccc(C(F)(F)F)c1)c1ccncc1
 : -2	/	-9	/	1	107	/	0	/	/
O=C(CCCc1nc(-c2ccc(Cl)cc2)no1)Nc1cccnc1
 : -4	12	-1	-1.1	13	105	5	2	1	-3
CC(C)(C)OC(=O)N/N=C/c1c[nH]c2ccccc12
 : 1	1	12	-1.9	3	/	10	5	-18	2
COc1ccc(CC(=O)O/N=C(\N)c2cccc([N+](=O)[O-])c2)cc1
 : -1	-3	7	3.3	-20	92	-23	-8	4	-1
Cc1cc(C)nc(Nc2ccccc2Cl)n1
 : 4	6	5	-2.5	0	116	13	1	-13	0
CC(C)Cc1cc(C(=O)Nc2cccnc2)no1
 : -4	-1	13	-0.6	-8	103	3	2	-18	0
Cc1ccc(C(C)C)c(OCCN2CCc3ccccc3C2)c1
 : 0	-1	14	2.9	-3	120	-14	-10	-25	7
c1cnc2cc(-c3ccsc3)ncc2c1
 : 1	8	-10	-1.3	-10	100	8	-3	-15	6
COCCCNCCCCOc1ccc(C)cc1[N+](=O)[O-]
 : -1	28	-5	-3.1	-4	82	16	1	18	0
CN(C)c1ccc(C(=O)N2CCNC(=O)C2CC(=O)Nc2ccc(F)cc2)cc1 (configuration not stated)
 : 4	7	-15	-1.1	-6	/	6	0	3	6
CN(C)CCCNC1=CC(=O)CC(c2ccccc2)C1 (configuration not stated)
 : -3	3	-14	-2.3	-1	104	11	0	26	5
Cc1ccc(-c2nc(C(=O)O)cs2)cc1
 : -2	4	-3	-0.5	-1	/	2	2	5	-2
CCOc1ccccc1/C=C(/NC(=O)c1ccccc1)C(=O)NCC(=O)O
 : -3	0	-1	1.6	-9	100	-11	-1	-8	2
Cc1c(C(=O)O)[nH]c2c1C(=O)CC(c1ccc(C(C)(C)C)cc1)C2 (configuration not stated)
 : 4	-4	-7	-2.7	-6	96	14	11	0	0
Cc1cccc(-n2c(SCC(=O)O)nc3sc4c(c3c2=O)CCCC4)c1
 : -1	0	-4	-0.7	-11	112	4	3	13	-3
CC1(C)CC(=O)C(C(O)c2ccccc2)C(C)(C)N1 (configuration not stated)
 : -3	0	-4	-3.0	-3	72*	14	1	2	0
COc1ccc(N2C(=O)CC(NNC(=O)c3cccnc3)C2=O)cc1 (configuration not stated)
 : -2	-9	6	-4.4	-9	/	22	3	1	0
Cc1cc(Cl)ccc1NC(=O)CSc1nnc(-c2ccncc2)n1Cc1ccco1
 : 1	7	0	-2.0	1	103	10	1	8	-1
COc1ccc(-n2c(Cc3cccn3C)nnc2SCC(=O)Nc2ccc(Cl)cc2)cc1
 : 3	-3	6	6.8	7	103	-35	-3	6	-2
O=C(CC1S/C(=N/N=C/c2ccco2)NC1=O)Nc1cccc(Cl)c1Cl (configuration not stated)
 : 1	13	-4	18	0	105	-103	6	-27	9
CCN(C(=O)CSc1nnc(Cc2cccc3ccccc23)n1N)C1CCS(=O)(=O)C1 (configuration not stated)
 : -5	5	-4	-0.5	-5	87	3	3	-8	3
CC(=O)c1c(C)oc2ccc(NS(=O)(=O)c3ccc(F)cc3C)cc12
 : 0	-7	-5	4.7	-11	96	-38	0	-18	2
O=[N+]([O-])c1cccn2cc(-c3ccc(Br)cc3)nc12
 : 2	28	4	3.6	-4	102	-19	0	-16	-4
CCOC(=O)c1sc(N(C)C(C)=O)nc1C
 : 1	0	6	-0.3	6	100	2	-3	24	1
Cc1cccc(NC(=O)c2ccc(NCC3CCCO3)c([N+](=O)[O-])c2)c1 (configuration not stated)
 : 7	3	3	-0.6	-3	100	3	6	-7	3
O=C(c1cccs1)N1CCN(CCc2ccccc2)CC1
 : -1	1	-4	-1.9	-6	103	11	-4	4	-1
O=C(N/N=C/c1ccncc1)c1cc(Br)ccc1OCc1ccccc1
 : -3	2	2	2.6	1	103	-19	4	-8	3
O=C(c1cccnc1)N1CCN(S(=O)(=O)c2ccc(F)cc2)CC1
 : 2	10	-4	-2.8	-9	99	15	-2	-15	5
CCCSc1nnc(CSc2ncccn2)n1C
 : 6	5	1	-0.6	0	113	3	1	-9	3
O=C(NCc1ccc2c(c1)OCO2)C(=O)NCC1OCCCN1S(=O)(=O)c1cc(F)ccc1F (configuration not stated)
 : -3	-1	-3	-1.2	3	105	7	2	10	1
O=C1OCc2cc(NC(=O)C34CC5CC(CC(C5)C3)C4)ccc21
 : 1	0	-5	-1.3	-4	99	7	2	15	-1
COc1ccc(/C(O)=C2/C(=O)C(=O)N(CC3CCCO3)C2c2cccc(OC)c2)cc1 (configuration not stated)
 : -2	0	1	-1.6	0	103	9	-1	8	1
CC1CCCCC1NC(=O)CSC1=Nc2ccccc2C2CC=NN12 (configuration not stated)
 : 0	-8	2	-2.4	-12	94	10	-4	12	-5
Cc1cc(C)n(-c2nnc(C)n2/N=C/c2ccco2)n1
 : 1	5	-3	-1.6	11	97	8	0	-4	-2
CC1CCN(C(=O)C2CCN(S(=O)(=O)c3ccc(-n4cnnn4)cc3)CC2)CC1
 : 3	6	-1	-3.3	3	98	18	-1	4	-1
COC(=O)/C=C/CSC1=N/C(=C/c2ccc(-n3cncn3)cc2)C(=O)N1
 : 3	8	6	-1.0	4	106	6	1	-5	-1
CSc1cccc(NC(=S)Nc2ccc(F)cc2)c1
 : -5	14	5	1.2	6	/	-6	-8	-16	1
COc1ccc(NC(=O)Nc2c[nH]c(=O)[nH]c2=O)cc1OC
 : 1	-6	6	0.4	2	105	-2	0	4	-1
Cc1ccc(CONC(=O)c2ccccc2Cl)cc1
 : 5	42	1	-3.2	-3	112	18	-3	-1	1

Already shown: two of the compounds above.
Order of results – V-ATPase pH	Arr AP2 block	PKA-R2B activ	MOR-DOR ag	PKA-R1A activ	DSG3 Ab inh	MOR-DOR inv ag	DAGLB inh	HTR5A inv ag	HTR5A ag ctr
CC1CCN(C(=O)C2CCN(S(=O)(=O)c3ccc(-n4cnnn4)cc3)CC2)CC1
 : 3	6	-1	-3.3	3	98	18	-1	4	-1
COC(=O)/C=C/CSC1=N/C(=C/c2ccc(-n3cncn3)cc2)C(=O)N1
 : 3	8	6	-1.0	4	106	6	1	-5	-1

Carrying on.
Order of results – V-ATPase pH	Arr AP2 block	PKA-R2B activ	MOR-DOR ag	PKA-R1A activ	DSG3 Ab inh	MOR-DOR inv ag	DAGLB inh	HTR5A inv ag	HTR5A ag ctr
COc1cccc(S(=O)(=O)Nc2cccc(C(=O)N3CCCCCC3)c2)c1
 : 0	10	1	-2.3	3	122	13	1	-20	-1
C/C(N)=C(/C#N)C(=O)COC(=O)COc1ccc(Cl)cc1C
 : 0	4	-4	-0.9	9	103	5	-1	-5	2
O=S(=O)(c1ccccc1)N1CCN=C1SCc1cccnc1
 : 0	-1	9	0.8	-8	93	-5	5	-15	5
C/C(=N\Nc1ccc(S(=O)(=O)N2CCCCC2)cn1)c1cccc(Br)c1
 : 1	19	2	6.3	-6	102	-25	-3	4	-1
NC(=O)CC(NC(=O)c1ccc(Br)cc1)c1ccc(NCCc2ccc(F)cc2)c([N+](=O)[O-])c1 (configuration not stated)
 : 1	-9	-4	-1.1	-4	105	6	39*	-18	2
COc1cc(/C=C/C(=O)OCC(=O)N2CCC(C)CC2)ccc1OCC#N
 : -2	-3	-16	-3.8	-3	107	14	-4	-5	-2
CC1Cc2cc(/C(O)=C3/C(=O)C(=O)N(CCCN4CCOCC4)C3c3ccc(C(C)C)cc3)ccc2O1 (configuration not stated)
 : 0	-19	-10	-2.5	11	102	14	0	-13	3
C=CCN1C(=O)c2ccc(C(=O)N3CCN(S(=O)(=O)c4cccc([N+](=O)[O-])c4)CC3)cc2C1=O
 : 2	-3	0	0.6	2	100	-2	-2	-10	-4

Screening data from PubChem.
